# Screening data deposited in PubChem BioAssay by The Scripps Research Institute Molecular Screening Center.
# CHO parental Ca = signal in parental CHO cells, OX1R antagonist counter-screen; 330,000 tested, 0.63% active; AID 463079; inhibition, % at 5.6 µM; parental CHO-K1, ATP-induced calcium, Fluo-8 fluorescence;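 active = inhibition above that plate's mean sample inhibition plus 3 SD, cut at about 26% in these data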;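 also: 0% = ATP-challenged DMSO wells and 100% = DMSO wells without ATP; some compounds past the cut are filed as inactive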
#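 Measured by: calcium-sensitive Fluo-8 fluorescence / Test system: CHO parental line / Controls: ATP-challenged DMSO wells low, unchallenged DMSO wells high / Measure: % inhibition / Compound: single nominal dose of 5.6 µM per compound / Replicates: single well per compound, no replicates / Reagent: ATP as calcium-mobilizing challenge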
# V1R ag counter = activates human V1a receptor in oxytocin agonist counter-screen; CHO-V1R cells, Fluo-8 calcium fluorescence, agonist mode; 0% DMSO, 100% 3 nM vasopressin; activation, % at 3 µM; 320,000 tested, 0.25% active; AID 2797;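 active = activation above the mean activation of all tested compounds plus 3 SD, per screening run, cut at about 20% in these data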;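 also: signal is peak over basal fluorescence ratio across a 100 second FLIPR read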
# OXTR potentiate = potentiates the human oxytocin receptor response; P30559; CHO-OTR cells, Fluo-8 calcium fluorescence, potentiator mode; 0% = oxytocin EC15, 100% = EC100; activation, % at 3 µM; 320,000 tested, 0.061% active; AID 2445;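 active = activation above that plate's cutoff, the mean activation of tested compounds plus 3 SD, cut at about 6.6% in these data, passing the limit was not always enough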;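 also: 100% uses oxytocin at 75 nM as the full agonist control; some results filed as inactive read as strong as hits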
# Target sequence (P30559 whole entry, looked up): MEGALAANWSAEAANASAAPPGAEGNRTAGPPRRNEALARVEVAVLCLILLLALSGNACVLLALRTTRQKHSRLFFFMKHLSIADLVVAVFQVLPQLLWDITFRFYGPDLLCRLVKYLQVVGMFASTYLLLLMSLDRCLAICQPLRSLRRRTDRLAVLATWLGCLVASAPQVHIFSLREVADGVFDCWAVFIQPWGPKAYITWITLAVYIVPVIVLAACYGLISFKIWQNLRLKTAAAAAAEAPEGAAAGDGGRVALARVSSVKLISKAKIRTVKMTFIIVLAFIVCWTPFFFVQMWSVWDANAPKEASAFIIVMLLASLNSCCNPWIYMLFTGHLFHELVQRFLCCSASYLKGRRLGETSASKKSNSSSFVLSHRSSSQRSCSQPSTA
#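 Measured by – Fluo-8 calcium dye fluorescence · Test system – human OTR in CHO cells · Dosing – one concentration, 3.0 µM compound · Controls – EC15 oxytocin alone as 0%, 75 nM oxytocin as 100% · Evaluation – normalized max/min fluorescence ratio, % activation · Timing – 6 min pre-incubation, 100 s read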
# CHO-K1 Ca PAM = nonselective activator or artifact in parental CHO-K1 calcium assay; ATP EC20, Fluo-8 calcium fluorescence; 0% at ATP EC20, 100% at ATP max; activation, % at 3 µM; 360,000 tested, 0.02% active; AID 602247;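 active = activation above the run cutoff, the mean activation of all test compounds plus 3 SD, cut at about 40% in these data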;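 also: peak over basal fluorescence ratio in a 140 s read after ATP addition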
# GPR7 antagonist = human neuropeptides B/W receptor 1 antagonism; P48145; GPR7-expressing cells, fluorescence antagonist assay; inhibition, % at 4.4 µM; 290,000 tested, 1.1% active; AID 1861; in the data active = inhibition above about 16%, passing the limit was not always enough;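 also: cells stimulated with the agonist NPW; 0% = agonist with vehicle and 100% = vehicle without agonist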
# Target sequence (P48145 whole entry, looked up): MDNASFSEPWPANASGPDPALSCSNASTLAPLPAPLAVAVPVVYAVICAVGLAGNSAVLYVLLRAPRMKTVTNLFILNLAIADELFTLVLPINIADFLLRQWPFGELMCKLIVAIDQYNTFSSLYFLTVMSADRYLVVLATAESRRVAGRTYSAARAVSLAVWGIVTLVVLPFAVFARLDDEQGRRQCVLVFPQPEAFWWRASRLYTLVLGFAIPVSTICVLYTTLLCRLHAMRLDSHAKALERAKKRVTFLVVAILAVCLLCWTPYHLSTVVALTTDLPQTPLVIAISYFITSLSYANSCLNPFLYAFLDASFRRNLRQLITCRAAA
# TAAR1 antagonist = antagonists of human TAAR1. CHO RD-HGA16 TAAR1, Fluo-8 calcium fluorescence, antagonist. Q96RJ0. 360,000 tested, 1.5% active. inhibition, % at 3 µM;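 active = inhibition above a per-plate cutoff, the mean inhibition of test compounds on that plate plus 3 SD, cut at about 49% in these data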;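 also: 0% = DMSO plus EC80 beta-PEA response and 100% = DMSO alone without agonist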
# Target sequence (Q96RJ0 whole entry, looked up): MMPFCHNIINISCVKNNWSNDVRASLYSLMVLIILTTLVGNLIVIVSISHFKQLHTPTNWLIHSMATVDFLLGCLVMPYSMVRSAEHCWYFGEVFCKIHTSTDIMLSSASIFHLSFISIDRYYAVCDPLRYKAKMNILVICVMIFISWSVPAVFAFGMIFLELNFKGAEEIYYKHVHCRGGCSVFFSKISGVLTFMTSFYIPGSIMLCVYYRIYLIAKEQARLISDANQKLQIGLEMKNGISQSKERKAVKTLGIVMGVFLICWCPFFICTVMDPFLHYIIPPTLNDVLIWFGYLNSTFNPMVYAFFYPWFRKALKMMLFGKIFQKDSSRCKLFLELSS
#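 test system = CHO RD-HGA16 cells bearing hTAAR1 | replication = singlicate | controls = DMSO-only wells and EC80 β-PEA-stimulated wells | reagent = EC80 β-phenethylamine stimulus | read-out basis = percent inhibition of PEA-evoked calcium signal, max/basal emission ratio | schedule = seeding 17-24 h prior, 75-min 37 °C, 30-min RT dye loading | signal = kinetic Fluo-8 calcium fluorescence measurement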
# OXTR ag = human OXTR agonism; P30559; CHO-OTR cells, Fluo-8 calcium fluorescence; normalized: DMSO 0%, oxytocin 100%; activation, % at 3 µM; 320,000 tested, 0.32% active; AID 2435;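 active = activation above the mean of all tested compounds plus 3 SD, cutoff set per screening run, cut at about 20% in these data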;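 also: peak over basal fluorescence ratio from a 100 s FLIPR kinetic read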
# CHO-K1 Ca ag = nonselective activator or artifact in parental CHO-K1 cells; 360,000 tested, 0.48% active; activation, % at 3 µM; AID 602248; Fluo-8 calcium fluorescence; scaled to maximal ATP response, vehicle zero; in the data active = activation above about 15%;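 also: untransfected CHO-K1 host cells lacking M1 receptor as counterscreen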
# CHO-K1 Ca antag = nonselective inhibitor or artifact in parental CHO-K1 cells; ATP-induced calcium, Fluo-8 fluorescence; inhibition, % at 3 µM; 360,000 tested, 0.6% active;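 active = inhibition above a per-plate cutoff, the plate's mean sample inhibition plus 3 SD, cut at about 24% in these data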;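 also: 0% = DMSO plus EC80 ATP and 100% = DMSO alone without ATP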
# * = called active by the depositor; / = not tested or not shown.
molecule,CHO-K1 Ca PAM,CHO parental Ca,OXTR potentiate,CHO-K1 Ca antag,TAAR1 antagonist,OXTR ag,GPR7 antagonist,V1R ag counter,CHO-K1 Ca ag
O=C(NC1CCS(=O)(=O)C1)C1CCCN(S(=O)(=O)c2ccc(Cl)cc2)C1 (stereo unspecified),8,3,-1,1,-11,0.6,0,1.1,0.2
COc1ccccc1N1CCN(Cc2cc(=O)oc3ccccc23)CC1,14,/,/,-14,-11,/,/,/,3.9
Cc1ccc(S(=O)(=O)N(C)c2ccc(OC(=O)c3ccc(N4CCCC4=O)cc3)cc2)cc1,21,-3,-8,2,-9,0.5,0,2.0,0.3
Cc1cccc(/C=C2\Sc3ccc(C(=O)NCC4CCCO4)cc3N(C)C2=O)c1 (stereo unspecified),3,-29,-11,1,32,2.6,-7,3.4,4.6
Cc1nc(-c2ccc(Cl)cc2)sc1C(=O)NNC(=O)C(C)C,-15,4,-7,7,-15,-0.1,-6,0.2,0.7
O=C1[C@H](Cc2ccccc2)NCC=CC[C@@H](c2ccco2)N1Cc1ccccc1,1,/,/,-11,7,/,/,/,0.4
O=C(NCc1ccc(Cl)cc1)N1CCOCC1,-11,-16,-10,1,6,-0.3,-15,0.3,-0.1
O=C(Nc1ccccc1Cl)O/N=C(/c1ccccc1)c1ccccn1,14,-7,-3,-4,7,0.1,-3,0.8,0.3
COC(=O)c1cc([N+](=O)[O-])c(-n2ccnc2)c([N+](=O)[O-])c1,9,-4,4,9,-2,0.3,-6,5.7,0.4
N#Cc1ccccc1NC(=O)Nc1ccc(Cl)cc1,14,-12,-4,2,8,-0.1,6,0.2,0.6
CC(C)(C)OC(=O)C1=CC[C@@H](c2ccc(Cl)c(Cl)c2)N(S(=O)(=O)c2ccc(F)cc2)[C@H]1c1cccc(F)c1,13,/,/,9,-15,/,/,/,1.4
CCOc1ccc(CN(CC)C(=O)Cc2c[nH]c3ccccc23)cc1OC,7,-19,-3,-19,-1,2.0,-15,3.3,3.2
CCN(CC(=O)Nc1c(F)cccc1F)C(=O)C1Cc2ccccc2CN1S(=O)(=O)CC (stereo unspecified),-18,-10,-9,5,-36,-2.0,/,-1.5,-0.2
COc1ccc(NC(=O)C(C)SCc2ccccc2)cc1 (stereo unspecified),19,-20,-9,-12,6,-0.8,-7,1.8,0.7
COc1ccc(Cl)cc1NC(=O)CNc1ccccc1F,13,-13,0,-1,-2,-1.8,12,-1.1,0.9
CCN1CC2=C(OC(N)=C(C#N)C2c2ccccc2)/C(=C\c2ccccc2)C1 (stereo unspecified),-5,-37,-16,5,34,-1.5,-3,-0.3,1.1
CC(C)(C)N(Cc1cc2ccccc2[nH]c1=O)C(=O)c1cccc([N+](=O)[O-])c1,-18,-18,5,8,-16,-1.3,-3,-1.6,-0.1
c1ccc(-c2cc3c(NCC4COc5ccccc5O4)ncnc3s2)cc1 (stereo unspecified),-11,2,-18,12,23,-2.3,5,1.4,1.6
COc1ccc(NC(C)=O)cc1NC(C)C(=O)Nc1cc(C(F)(F)F)ccc1N1CCOCC1 (stereo unspecified),-10,-23,-1,11,3,-1.7,-15,-0.1,0.1
COc1ccc(S(=O)(=O)NCc2ccc(C(=O)NCc3cccnc3)cc2)cc1,/,-13,7,/,11,0.5,-4,0.2,/
Cc1ccc(C)c(CN2C(=O)C3CCCN3c3ccc(C#N)cc32)c1 (stereo unspecified),6,-6,5,12,9,-0.1,22,-1.0,-0.5
CC(Cl)C(=O)Nc1ccccc1C#N (stereo unspecified),21,-2,-5,-2,-13,0.5,-4,-0.5,1.4
O=C1CC(NS(=O)(=O)c2ccc([N+](=O)[O-])cc2)CN1c1cccc(F)c1 (stereo unspecified),-21,2,-1,6,0,2.8,/,1.8,0.9
CC(C)N(Cc1ccccc1)C(=S)NCc1ccccc1,13,-9,4,-12,-3,-2.7,-13,-1.9,0.5
Cc1ccc2c(c1)N(C(=O)CCC(=O)N1CCN(c3cccc(C)c3C)CC1)CCO2,16,-24,-8,-2,27,-1.4,-2,-0.3,4.2
O=C(OCc1ccccc1)c1ccc2c(c1)-c1ccccc1C2=O,-3,-24,-3,2,27,0.8,-2,0.3,-0.1
COc1ccc(NC(=S)NNC(=O)c2nnn(-c3ccccc3)c2C)cc1,6,-6,-11,-7,-10,-0.3,-4,0.9,0.4
CCOc1ccccc1NC(=O)c1cc(CC(C)C)oc1C,14,-11,-12,-12,17,-2.1,-19,-0.1,0.0
CCOC(=O)CSc1nnc(-c2ccco2)n1C,19,-11,-1,-8,9,-0.2,-15,-0.1,0.6
Cc1ccc(NC(=O)Cn2nc(C(=O)Nc3ccc(C)cc3)ccc2=O)cc1,5,1,-17,1,-2,-1.7,1,-1.1,-0.5
CCCC(c1nnnn1Cc1ccco1)N1CCC(C(N)=O)CC1 (stereo unspecified),15,8,-2,-11,-11,1.2,-10,1.7,0.5
Oc1ccc(/C=N/Nc2cccc3cccnc23)c(O)c1,0,-4,-5,-8,8,0.1,6,-0.5,1.7
COc1cc(-c2nnc(SCC#CCO)o2)cc(OC)c1OC,9,-11,0,-13,3,0.2,-6,0.2,0.4
CC(=O)Nc1ccc(S(=O)(=O)C(C#N)c2nc3ccccc3nc2NCCCO)cc1 (stereo unspecified),-17,2,-5,-4,-25,-0.2,-1,1.5,0.2
COc1cc(/C=C(\C#N)C(=O)Nc2cccc(C(=O)O)c2)ccc1OCc1ccc(F)cc1,-5,-6,-6,-19,-1,8.0,12,1.5,-0.3
COc1ccccc1CNC(=O)C(NS(=O)(=O)c1ccc2c(c1)OCCO2)C(C)C (stereo unspecified),10,-7,0,0,9,-1.8,-2,-0.9,0.3
CCOC(=O)C1CCN(C(=O)c2sc3ncnc(N4CCC(C)CC4)c3c2C)CC1,6,-19,-6,-5,-3,-2.6,-15,-0.8,0.5
CC(OC(=O)C1CCN(S(=O)(=O)c2ccccc2)CC1)C(=O)Nc1ncc(Cl)cc1Cl (stereo unspecified),14,-16,-2,-4,3,3.0,2,3.7,3.3
O=C(c1cc(Br)c(Br)s1)N1CCOCC1,-8,1,3,-6,-31,0.9,/,1.2,1.1
NC(=O)CSc1nnc(-c2ccc(S(=O)(=O)N3CCOCC3)cc2)n1CC1CCCO1 (stereo unspecified),-5,-1,-1,21,10,0.8,-7,2.4,-0.1
Oc1[nH]c2ccccc2c1N=Nc1cccc(Cl)c1,-21,-17,-5,4,-10,-0.4,0,-0.9,0.5
O=C(Nc1ccc2nsnc2c1)C1CC1,15,-8,0,-7,-12,-0.2,-5,0.4,2.2
CCC(C)NC(=O)c1nn(C)c(=O)c2ccccc12 (stereo unspecified),-7,-7,-9,7,7,-0.8,3,0.1,-0.2
CC1(c2ccccc2)NC(=O)N(CC(=O)N2CCN(S(=O)(=O)c3c(F)cccc3F)CC2)C1=O (stereo unspecified),-24,11,-2,1,5,1.5,/,0.7,0.4
COc1cc(/C=N/n2c(-c3cc(C)[nH]n3)n[nH]c2=S)cc(OC)c1O,11,-2,-7,-11,-15,-1.0,-11,-0.6,0.4
O=C(O)c1ccc2oc(=O)c(S(=O)(=O)c3ccccc3)cc2c1,9,-6,-6,-8,4,0.6,-11,0.1,1.3
Cc1cccc2cc(C(c3nnnn3C(C)(C)C)N(Cc3ccco3)CC3CCCO3)c(=O)[nH]c12 (stereo unspecified),20,-16,1,-13,-6,-1.8,-1,-1.0,1.2
Cc1ccc(C)c(NC(=O)/C(C#N)=C/c2ccc[nH]2)c1,6,-14,4,-3,6,-1.2,3,0.2,1.3
Oc1cccc(NC(=S)N=Nc2c(O)[nH]c3ccc(Br)cc23)c1,5,-23,-10,-9,30,-0.7,-9,-0.7,0.8
CC(C)OCCCn1c(SCC(=O)N2CCCC2=O)nc2ccccc2c1=O,-16,-6,1,8,20,-2.2,/,0.1,15*

# Of the compounds above, these contain a COOH group.
molecule,CHO-K1 Ca PAM,CHO parental Ca,OXTR potentiate,CHO-K1 Ca antag,TAAR1 antagonist,OXTR ag,GPR7 antagonist,V1R ag counter,CHO-K1 Ca ag
COc1cc(/C=C(\C#N)C(=O)Nc2cccc(C(=O)O)c2)ccc1OCc1ccc(F)cc1,-5,-6,-6,-19,-1,8.0,12,1.5,-0.3
O=C(O)c1ccc2oc(=O)c(S(=O)(=O)c3ccccc3)cc2c1,9,-6,-6,-8,4,0.6,-11,0.1,1.3

# The results go on:
molecule,CHO-K1 Ca PAM,CHO parental Ca,OXTR potentiate,CHO-K1 Ca antag,TAAR1 antagonist,OXTR ag,GPR7 antagonist,V1R ag counter,CHO-K1 Ca ag
COc1ccc(/C=N/NC(=O)c2ccc(CSc3nc(C)cc(C)n3)cc2)c(OC)c1OC,-11,-12,2,9,20,-1.5,-3,-0.5,1.5
CC[C@@]12C(=O)N(c3ccc(OC)cc3)C(=O)N1[C@H](c1ccc(Cl)cc1)[C@@H]1C(=O)N(C3CCCCC3)C(=O)[C@@H]12,19,-21,0,-7,-4,-0.2,-11,-0.7,0.7
CC(=O)N(Cc1ccc(Cl)cc1)c1cnccn1,13,-13,-6,3,-6,0.3,-1,0.8,0.3
NS(=O)(=O)c1ccc(NNC(=O)c2ccccc2C(=O)O)cc1,3,1,-3,-3,-13,-0.8,-9,0.8,0.7
O=C1NC(c2ccccc2)CCO1 (stereo unspecified),14,-5,-1,-18,8,-0.4,-13,1.3,0.3
O=[N+]([O-])c1cn(Cc2ccccc2)cn1,21,0,-6,-3,2,-0.7,-12,0.7,0.5
CCCNC(=O)C(Cc1ccccc1F)NC(=O)c1ccccn1 (stereo unspecified),-2,-14,3,6,-1,0.5,/,-0.9,-0.5
NNC(=O)c1cc2ccccc2[nH]1,12,-11,-7,-12,9,-0.1,-1,0.2,-0.8
Cc1cc(=O)[nH]c(SCC(=O)N2c3ccccc3CC2C)n1 (stereo unspecified),5,-26,-1,-9,-5,-1.5,-3,-0.3,0.2
Cc1ccc(CNc2cccnc2)cc1,5,-5,-16,-11,-4,-0.7,-7,-0.6,1.8
Cc1ccccc1OCC(=O)NCC(=O)OCc1ccc(Br)cc1,-28,7,-3,11,-8,-2.2,22,-0.5,0.3
COc1ccc(CCN(C)C(=O)c2cc(=O)c3ccccc3o2)cc1OC,22,-16,-1,-8,-9,0.8,-17,0.2,0.4
O=C1c2ccccc2NC(c2ccccc2)N1Cc1ccccc1 (stereo unspecified),-1,-26,1,-9,-15,-2.8,/,-2.6,3.5
